Tb PYK inh – inhibitors of Trypanosoma brucei pyruvate kinase. Q57TT1. TbPYK enzyme, Kinase-Glo Plus ATP luminescence, 45 min. hit rate 0.12% among 410,000. Potency, µM (doses to about 76.8 µM), without a hit: at the highest dose activity, negative = inhibition, most hits filed as inhibitors; further: nearly all actives have a fitted effect of over 50% in size
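Assay buffer: 50 mM TEA pH 7.2, 100 mM KCl, 10 mM MgCl2, 0.05% BSA, 0.01% Tween-20. Pyruvate kinase from T. brucei plus substrate met compound, then ADP (130 uM final). Luminescence was read post 45 min RT.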
Sm TGR inh – blocks Schistosoma mansoni thioredoxin glutathione reductase. Potency, µM (top dose mostly 114 µM), for the others: top-dose activity change, negative = inhibition, actives largely listed as inhibitors. Q962Y6. purified TGR, DTNB reduction, TNB absorbance 405 nm. hit rate 3% among 360,000; further: nearly all actives have a fitted effect of over 60% in size
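TGR 20 nM + NADPH 100 uM (dispensed conc.), cpd preinc 15 min RT; start with NADPH (500 uM addition) then DTNB (15 mM addition). Kinetic TNB absorbance, 405 nm filter. Four-parameter Hill fit across titration.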
Pf growth 96h – inhibits malaria parasite growth, 96 h. P. falciparum luciferase reporter growth, 96 h. Potency, µM (series often up to 28.7 µM), without a hit: top-dose activity change, negative = inhibition, actives largely listed as inhibitors. AID 504834. hit rate 6.9% among 320,000
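Two parasite generations (96 h, 37 C, 5% CO2) of compound exposure in infected erythrocytes (0.05% parasitemia, 2% hematocrit). Luciferase-reporter P. falciparum; decreased luminescence indicates inhibited growth, aimed at apicoplast-acting delayed death.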
Pf growth 48h – inhibits P. falciparum growth in the first generation, 48 h; P. falciparum luciferase growth in erythrocytes, 48 h; Potency, µM (doses to about 28.7 µM), without a hit: at the highest dose activity change, negative = inhibition, most hits filed as inhibitors; hit rate 5.9% among 310,000
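Erythrocytes infected with P. falciparum carrying an integrated firefly luciferase reporter (2% hematocrit, 0.1% parasitemia final) were exposed to compounds in RPMI 1640 with 0.5% Albumax at 37 C, 5% CO2. Growth inhibition was scored as reduced luminescence.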
LmPK inh – LmPK (Leishmania mexicana) enzyme inhibition | Q27686 | purified LmPK, Kinase-Glo ATP luminescence, 1 h | Potency, µM (titrated, usually from 57.5 µM), inactives show at the top dose activity change, negative = inhibition, most hits filed as inhibitors | hit rate 0.37% among 290,000 | AID 1721
Target sequence (Q27686 whole entry, looked up): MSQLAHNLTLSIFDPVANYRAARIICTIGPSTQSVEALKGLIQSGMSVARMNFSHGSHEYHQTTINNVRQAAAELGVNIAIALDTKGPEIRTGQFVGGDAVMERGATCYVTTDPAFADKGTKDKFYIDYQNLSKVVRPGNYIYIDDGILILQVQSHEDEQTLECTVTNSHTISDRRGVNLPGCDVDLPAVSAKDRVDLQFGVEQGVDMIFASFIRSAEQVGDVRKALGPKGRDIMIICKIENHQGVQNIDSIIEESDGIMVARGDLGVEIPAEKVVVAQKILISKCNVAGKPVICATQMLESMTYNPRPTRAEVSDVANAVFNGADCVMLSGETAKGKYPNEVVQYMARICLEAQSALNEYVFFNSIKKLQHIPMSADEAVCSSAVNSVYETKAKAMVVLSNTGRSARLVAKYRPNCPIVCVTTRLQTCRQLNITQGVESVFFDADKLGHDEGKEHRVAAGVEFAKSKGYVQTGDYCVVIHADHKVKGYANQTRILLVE
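Kinase-Glo luminescence read after 1 h RT reaction of 0.1 nM LmPK with 0.5 mM PEP and 0.1 mM ADP. Activity scaled between uninhibited and enzyme-free controls.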
HCV inhibitor – HCV inhibition. Huh7.5.1 HCVcc-Cre infection, luciferase reporter, 44 h. Potency, µM (highest dose often 41.8 µM), for inactives: top-dose activity change, negative = inhibition, actives largely listed as inhibitors. hit rate 3.4% among 340,000. AID 651820
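HCVcc-Cre virus at an moi near 0.5 was added right after compound to cells cultured 4 h from seeding (1,000 cells/well). Luciferase activity was determined 44 h later, 15 min after substrate addition at RT.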
The depositor's hits bear a star; u = inconclusive; x = no result given; & = joins results of further samples; [ ] = remark or other dose. The call rests on the fitted dose curve; in most records, active means well fitted curve in the direction sought with a large enough effect; inconclusive means small, poorly fitted or top-dose-only effect, or another doubt; inactive means no such curve, though single readings can be large; an effect the other way counts as inactive or inconclusive. On the % scale 0 is the no-effect control and ±100 the full control effect; potency means the concentration at half of the fitted maximal effect.

compound,Tb PYK inh,Sm TGR inh,Pf growth 96h,Pf growth 48h,LmPK inh,HCV inhibitor
CC(OC(=O)Cc1n[nH]c(=O)c2ccccc12)C(=O)Nc1ccc(S(N)(=O)=O)cc1 (stereo not given),-6%,2%,19%,-7%,x,8%
O=C(COc1nc2ccccc2nc1N1CCOCC1)Nc1cccc(S(=O)(=O)N2CCCCC2)c1,1%,1%,u,-23%,-3%,u
Cc1nn(CC(=O)Nc2ccc3c(c2)nc(CN2CCCC2)n3C)c(=O)c2ccccc12,-2%,-1%,u,6%,-1%,-21%
COc1ccc(NC(=O)N/C=C/c2ccccc2)cc1,1%,3%,160%[activator],136%[activator],1%,-4%
CC1CC2=C(NC(=S)NC2c2ccccc2F)/C(=C/c2ccccc2F)C1 (stereo not given),-22%,u,-27%,u,3%,u
N=C1C(=O)OCC1c1ccccc1NC(=O)CN1CCCCC1 (stereo not given),-3%,-1%,20%,-14%,-3%,u
O=C(C1CC1)N1CCN(S(=O)(=O)c2ccc3c(c2)OCCO3)CC1,2%,-8%,-13%,-8%,5%,-6%
Nc1nc(SCC(=O)Nc2ccc(F)cc2)[nH]c(=O)c1NC(=O)c1ccc(F)c(F)c1,-7%,10%,-10%,17%,-9%,29%
CCOC(=O)c1sc2ncn(/N=C/c3cccnc3)c(=O)c2c1C,-1%,-14%,u,x,-1%,8%
CCCNC(=O)Cn1cnc2sc(C(=O)N3CCC4(CC3)OCCO4)c(C)c2c1=O,-9%,-10%,0%,8%,-9%,18%
COC(=O)c1c(-c2ccc(OC)cc2)oc2ccccc12,-8%,-2%,49%[activator],0%,4%,u
O=[N+]([O-])c1ccc(Oc2ccc(F)cc2Br)c2ccncc12,-6%,3%,u,15µM*,-2%,-2%
CCCCN(CC)CCCNC(=O)c1ccc2c(c1)N(CC)C(=O)c1ccccc1S2(=O)=O,4%,0%,-3%,-2%[0.00184 µM],4%,9%
Cc1noc(C)c1CSCC(=O)Nc1ccccc1N1CCCCC1,x,4%,u,u,x,-25%
C/C(=N\NC(=O)c1sccc1-n1cccc1)c1cccs1,-2%,0%,34%[activator],-2%,2%,-3%
COCC(=O)Nc1cc(C(=O)NCCc2ccccc2)ccc1Cl,5%,38%[activator],219%[activator],227%[activator],4%,18%
CS(=O)(=O)c1ccccc1-c1nnc(NC(=O)COc2ccc(Cl)cc2)o1,-1%,-3%,32%[activator],-7%,x,u
CC1CCN(Cc2ccc(NC(=O)C3CCN(c4nnc(-n5cccc5)s4)CC3)cc2)CC1,-1%,2%,8%,7.4µM*,-4%,-5%&-16%
COc1ccc(Cl)cc1N(CC(=O)N1CCC(C)CC1)S(C)(=O)=O,-8%,9%,12%,36%[activator],-5%,1%
NC(=O)c1ccccc1NC(=O)NC1CCCCC1,6%,-6%,11%,-4%,-5%,13%
Cc1cc2ccccc2n1CCNC(=O)C1CC1,3%,-28%,u,4%,1%,13%
Cc1ccc(CCNC(=O)CC2Oc3ccc(C)cc3NC2=O)cc1 (stereo not given),-2%,6%,-22%,7%,1%,0%
COc1c2occc2c(OC(C)=O)c2c(=O)cc(C)oc12,-5%,-1%,34%[activator],39%[activator],0%,-28%
CN(C)c1ccc(CN(C(=O)/C=C/c2ccccc2Cl)C2CCS(=O)(=O)C2)cc1 (stereo not given),-3%,5%,u,u,0%,u
COc1ccc(NC(=S)NCC(c2ccco2)N2CCCC2)cc1 (stereo not given),-1%,-6%,u,6%,1%,-1%
COc1cc(OC)cc(C(=O)Nc2ccccc2N2CCOCC2)c1,-3%,6%,3%,u,1%,u
CCSc1nnc(NC(=O)c2ccc(F)c(S(=O)(=O)N3CCOCC3)c2)s1,-5%,-10%,u,u,x,-3%
COc1ccccc1OCc1ccc(C(=O)N(C)c2ccccc2)o1,5%,-6%,-27%,-28%,-5%,-13%
Clc1cc(-c2ccc(/C=N/n3cnnc3)o2)ccc1Br,-4%,-8%,55%[activator],21%,0%,-11%
CCCCCc1c(O)nc(SCCN(C)C)[nH]c1=O,4%,0%,13%,1%,4%,14%
Cc1nn(C)c(C(=O)NC2C3CC4CC(C3)CC2C4)c1Cl (stereo not given),1%,-2%,11%,-2%,1%,u
CCn1nc(NS(=O)(=O)c2ccccc2)c2cc3cc(C)ccc3nc21,-3%,-13%,u,14%,0%,17%
CC1C[C@@]2(NC(=O)NC2=O)C(C)CN1C (stereo not given in full),-3%,-21%,u,-27%,3%,12%
CC1CC(C)CN(c2nc(NCc3ccco3)nc(N)c2[N+](=O)[O-])C1 (stereo not given),0%,-26%,u,u,8%,u
O=C(OCc1nnc(-c2ccccc2)o1)c1cc(F)c(F)cc1Cl,-3%,2%,14%,12%,0%,1%
Cc1ccc(C(=O)Nc2ccccc2-c2ccccc2)o1,-1%,-14%,x,-2%,-5%,9%
N=C1C(c2ccccc2)=C(O)CN1CCCO,-12%,4%,15µM*,u,-5%,27%
Cc1ccc(NC(=O)CN2C(=O)c3ccccc3C2=O)c(C)c1,-3%,-20%,u,21%,-2%,3%
Cn1cc(SCC(=O)Nc2nccs2)c2ccccc21,-22%,-11%,70%[activator],62%[activator],-3%,3%
CCn1c(SCC(=O)NC2CCCCC2)nnc1C(CO)NC(=O)c1ccccc1 (stereo not given),-1%,-14%,u,6%,-1%,1%
C#CC(=O)N(c1cccc(OC)c1)C(C(=O)NC1CCCC1)c1cccs1 (stereo not given),-3%,7.9µM*,u,31%[activator],0%,0.56µM*
O=C(CN(C(=O)C1CSC(=O)C1)c1cccc(F)c1)NC1CCCC1 (stereo not given),3%,-2%,50%[activator],19%,1%,11%
CS(=O)(=O)N(CC(=O)NC1CCCC1)C1CCCCC1,3%,2%,u,80%[activator],3%,15%
CCC1CCCCN1C(=O)C(=O)c1cn(CC(=O)N(CC)CC)c2ccccc12 (stereo not given),1%,-17%,10µM*,-17%,-7%,5%
O=C(Oc1ccc2ccc(=O)oc2c1)c1ccco1,-3%,-20%,13%,161%[activator],-4%,6%
CC(=O)Nc1cccc(NC(=O)CSc2nc(=O)n3cccc(C)c3n2)c1,-4%,3%,1%,0%,x,6%
Cc1c(/C=N\NC(=O)c2cc3ccccc3o2)c2ccccc2n1C,3%,-2%,u,-17%,8%,u
COc1cc(OC)cc(C(=O)Nc2nnc(SCC(=O)NCc3ccco3)s2)c1,-4%,u,-24%,17%,-8%,-2%
Cc1ccc(S(=O)(=O)N2CCN(C(C)C)CC2)cc1,-1%,x,6%,11%,0%,-3%
CO/N=C(\C(=O)O)c1csc(NN=C(C)C)n1,-14%,-22%,74%[activator],8%,3%,8%

(more compounds)
compound,Tb PYK inh,Sm TGR inh,Pf growth 96h,Pf growth 48h,LmPK inh,HCV inhibitor
Cc1ccc(Cn2c(CN3CCOCC3)nc3c2c(=O)n(C)c(=O)n3C)cc1,1%,6%,-20%,-15%,-2%,1%
Cc1ccc(C(=O)Nc2ccccc2C(=O)N2CCCCC2C)cc1 (stereo not given),7%,-4%,12µM*,-16%,0%,-9%
C=CCn1c(SCc2nc3ccccc3c(=O)[nH]2)nnc1-c1cc2cc(Cl)ccc2o1,-15%,0%,u,0%,7%,10%
Cc1cccc(Cc2nnc(CCC(=O)N(C)CCc3ccccc3)o2)c1,1%,6%,12µM*,-28%,-2%,17%
CCCCn1c(N)c(N(CCOC)C(=O)CSCC(=O)Nc2cccc(C)c2)c(=O)[nH]c1=O,0%,0%,49%[activator],-11%,x,7%
COc1cc(OC)cc(C(=O)N[C@H](C(=O)OCC(=O)Nc2ccc(OC)c(OC)c2)C(C)C)c1,-1%,7%,-7%,u,-1%,-24%
CC(C)c1ccc(NC(=O)CN(Cc2ccccc2)S(C)(=O)=O)cc1,-4%,-34%,u,u,7%,4%
CC(C)(C)OC(=O)NCCC(=O)N/N=C/c1cccc2nccnc12,-3%,58%[activator],u,-1%,4%,6%
CCCN1CCN(S(=O)(=O)c2ccc3c(c2)CC(C)N3C(=O)C2CC2)CC1 (stereo not given),0%,-11%,u,0%,2%,-3%
Cc1cc2nc(CCN(Cc3cccnc3)C(=S)Nc3ccc(F)cc3)[nH]c2cc1C,u,-1%,u,u,6%,-16%
O=C(COc1ccc(Cl)cc1Cl)NCCCn1ccnc1,4%,6%,x,6.6µM*,1%,-2%
Cc1ccc(S(=O)(=O)N2CCOCC2)cc1NC(=O)COC(=O)c1cc(=O)c2ccccc2o1,-1%,-24%,0%,0%,5%,-5%
CCn1c(COc2ccc(=O)n(-c3ccccc3)n2)nnc1SCc1ccc(OC)cc1,-1%,u,u,u,-2%,-12%
NC(=O)COC(=O)c1ccccc1SCC(=O)NC1CCCCCCC1,-1%,-1%,3%,-6%,x,0%
CCN(CC)C(=O)CNc1ccc(C(F)(F)F)cc1[N+](=O)[O-],-8%,-7%,u,8%,-2%,-20%
CCN(CC)CCCNC(=O)c1cn(C)c2ccc(S(=O)(=O)N(C)C)cc2c1=O,2%,-14%,71%[activator],-2%,0%,9%&0%
Nc1nc(SCC(=O)Nc2cc(C(F)(F)F)ccc2Cl)[nH]c(=O)c1NC(=O)c1ccco1,-1%,2%,49%[activator],42%[activator],0%,35%[activator]
NC(=O)c1ccsc1NC(=O)CSc1ccccc1F,1%,46%[activator],9.3µM*,98%[activator],0%,-6%
CC(C)[C@H](NS(=O)(=O)c1cccc(Cl)c1)C(=O)OCC(=O)NC(=O)CN1CCCC1=O,-9%,-19%,-1%,-19%,x,-2%
O=C(Nc1cccc(S(=O)(=O)NC2=NCCCCC2)c1)c1cc(-c2ccccc2)nc2ccccc12,0%,1%,u,11%,2%,0%
O=C(NCc1ccccn1)C1CCN(S(=O)(=O)c2ccc(Br)cc2)CC1,0%,-9%,22%,-27%,-7%,-1%
CCOC(=O)CCCNC(=O)CN1C(=O)NC(CCc2ccccc2)C1=O (stereo not given),2%,0%,-11%,16%,0%,12%
CNc1cnn(-c2ccccc2)c(=O)c1Cl,-25%,5%,31%[activator],21%,-4%,-3%
COc1ccc(C(=O)/C(C#N)=N/Nc2ccc([N+](=O)[O-])cc2)cc1,1%,x,u,13µM*,1%,1.6µM*
C=CCOc1cccc(/C=C/c2nc3ccccc3c(=O)[nH]2)c1,-6%,-5%,-69%,x,-4%,6%

Reformatted with each value named: 3 of the compounds above
N=C1C(=O)OCC1c1ccccc1NC(=O)CN1CCCCC1 (stereo not given)
  Tb PYK inh: -3%
  Sm TGR inh: -1%
  Pf growth 96h: 20%
  Pf growth 48h: -14%
  LmPK inh: -3%
  HCV inhibitor: u

O=C(C1CC1)N1CCN(S(=O)(=O)c2ccc3c(c2)OCCO3)CC1
  Tb PYK inh: 2%
  Sm TGR inh: -8%
  Pf growth 96h: -13%
  Pf growth 48h: -8%
  LmPK inh: 5%
  HCV inhibitor: -6%

Nc1nc(SCC(=O)Nc2ccc(F)cc2)[nH]c(=O)c1NC(=O)c1ccc(F)c(F)c1
  Tb PYK inh: -7%
  Sm TGR inh: 10%
  Pf growth 96h: -10%
  Pf growth 48h: 17%
  LmPK inh: -9%
  HCV inhibitor: 29%
